Compound activity deposited in PubChem by National Center for Advancing Translational Sciences (NCATS).
N370S GC mod = qHTS Assay for Inhibitors and Activators of N370S glucocerebrosidase as a Potential Chaperone Treatment of Gaucher Disease; Lysosomal acid glucosylceramidase (Homo sapiens), P04062; N370S GC spleen homogenate, 4MU-glucoside fluorescence; Potency, µM (series often up to 59.4 µM), for the others: at the top dose activity change, negative = inhibition, most hits filed as inhibitors; 330,000 tested, 0.092% active; AID 2101, 2009;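 further: 0% = full enzyme activity and -100% = no enzyme basal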
DT40 TDP1 no CPT = qHTS for Inhibitors of human tyrosyl-DNA phosphodiesterase 1 (TDP1): qHTS in cells in absence of CPT; DT40 Tdp1-/- hTDP1 cells, no CPT, ATP luminescence, 48 h; Potency, µM (highest dose often 46.2 µM), for inactives: at the highest dose activity change, negative = growth inhibition, actives largely listed as inhibitors; 420,000 tested, 15% active; AID 686978, 2013; further: nearly all actives have a fitted effect of over 55% in size
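Growth kinetics read by CellTiter-Glo luminescence after ≥48 hr at 37 °C. Cells: DT40 Tdp1-/- stably carrying human TDP1, 400 per well, compound exposure in the absence of CPT (DMSO vehicle).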
TDP1 block = qHTS Assay for Inhibitors of Tyrosyl-DNA Phosphodiesterase (TDP1) | 350,000 tested, 0.28% active | Potency, µM (top dose mostly 130 µM), for the others: at the top dose activity change, negative = inhibition, usual class: inhibitors | recombinant TDP1, AlphaScreen DNA substrate cleavage | Tyrosyl-DNA phosphodiesterase 1 (Homo sapiens), Q9NUW8; further: nearly all actives have a fitted effect of over 40% in size
Target sequence (Q9NUW8 whole entry, looked up): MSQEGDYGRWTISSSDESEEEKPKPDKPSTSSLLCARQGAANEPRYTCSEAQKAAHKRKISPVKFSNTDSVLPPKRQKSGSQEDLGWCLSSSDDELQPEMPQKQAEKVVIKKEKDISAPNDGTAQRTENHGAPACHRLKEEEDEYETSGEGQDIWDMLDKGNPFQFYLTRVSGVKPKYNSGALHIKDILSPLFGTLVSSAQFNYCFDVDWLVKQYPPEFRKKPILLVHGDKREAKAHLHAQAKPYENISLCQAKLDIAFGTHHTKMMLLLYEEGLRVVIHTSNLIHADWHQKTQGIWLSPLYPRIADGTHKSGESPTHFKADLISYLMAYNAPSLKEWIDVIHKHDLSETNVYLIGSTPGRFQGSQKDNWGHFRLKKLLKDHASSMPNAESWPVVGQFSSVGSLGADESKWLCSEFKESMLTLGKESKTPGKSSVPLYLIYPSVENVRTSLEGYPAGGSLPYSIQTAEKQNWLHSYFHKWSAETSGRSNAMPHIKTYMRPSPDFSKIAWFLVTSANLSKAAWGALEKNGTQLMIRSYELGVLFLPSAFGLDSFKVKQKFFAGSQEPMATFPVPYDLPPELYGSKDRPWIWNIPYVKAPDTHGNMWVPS
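E. coli-derived human Tdp1, 1 nM final. Cpd preinc 15 min RT; substrate 15 nM final, 5 min RT; AS bead mix 10 ug/ml final, 10 min RT. Signal loss = tyrosine-FITC cleavage. No-enzyme wells = max signal.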
The depositor's hits bear a star; ? = inconclusive; . = no result given; & = joins results of further samples; [ ] = another dose, or the depositor's remark. The call rests on the fitted dose curve; in most records, active means well fitted curve in the direction sought with a large enough effect; inconclusive means small, poorly fitted or top-dose-only effect, or another doubt; inactive means no such curve, though single readings can be large; an effect the other way counts as inactive or inconclusive. Unless noted, on the % scale 0 is the no-effect control and ±100 the full control effect; potency means the concentration at half of the fitted maximal effect. Not all compounds are listed; rates above refer to the full screens.

Every second line gives: N370S GC mod	DT40 TDP1 no CPT	TDP1 block
O=C(CSc1nnc(-c2cccnc2)n1Cc1ccco1)c1ccc2ccccc2c1
→ 0%	?	6%
CCn1nc(C)cc1-c1nnc(SCC(=O)Nc2ccccc2)n1CCCOC
→ 10%	-19%	6%
COc1ccc(-c2nnc(-c3ccc(N)cc3)o2)cc1
→ 9%	-16%	5%
Cc1cc(NC(=O)c2cc(-c3ccccc3Cl)nc3ccccc23)no1
→ 12%	?	2%
O=C(c1cc(C2CC2)nn1-c1ccccc1)N1CCN(S(=O)(=O)c2ccccc2)CC1
→ -17%	16µM*	1%
Cc1ccc(C2c3[nH]c4ccccc4c3C[C@H]3C(=O)N(c4ccccc4C(=O)N4CCC[C@H]4C(=O)O)C(=O)N23)cc1 (stereo not given in full)
→ -3%	1%	.
O=C(O)c1ccc2c(c1)ncn2C1CCCC1
→ 10%	2%	1%
O=C(C1COc2ccccc2O1)N1CCn2c(nc3ccccc32)C1 (stereo not given)
→ 11%	?	-5%
CCC(C)NC(=O)CSc1nc2ccccc2c(=O)n1-c1c(C)n(C)n(-c2ccccc2)c1=O (stereo not given)
→ 3%	0%	8%
COCCNC(=O)CSc1nc(-c2ccc(C)cc2)[nH]c1-c1ccc(OC)cc1
→ .	?	12%

Going on with the list:
Every second line gives: N370S GC mod	DT40 TDP1 no CPT	TDP1 block
CC1CCc2c(sc3nc(SCC(=O)O)n(-c4ccccc4)c(=O)c23)C1 (stereo not given)
→ 12%	13%	4%
CCOC(=O)c1nn(-c2cccc(C)c2)c2nc(-c3ccccc3)c(C#N)c(=O)n12
→ 21%	?	2%
C#CC(C)(CC)NC(=O)Cn1nnc(-c2ccc(OCc3ccccc3Cl)cc2)n1 (stereo not given)
→ .	?	2%
CCn1nc(C)c2c(-c3ccccc3)cc(=O)n(C(C)C(=O)Nc3ccc(OC)c(OC)c3)c21 (stereo not given)
→ .	16µM*	1%
Cc1ccc(NS(=O)(=O)c2c(C)[nH]c(C)c2C(=O)N2CCCC2)cc1
→ -1%	2%	1%
Cc1cc(C)c(NC(=O)C2CCCCN2C)c(C)c1 (stereo not given)
→ 1%	-1%	5%
CCOC(=O)C(NC(=O)Nc1ccc(F)cc1F)(Oc1ccc(F)cc1)C(F)(F)F (stereo not given)
→ -3%	-16%	8%
Cn1c(=O)c2c(nc(N/N=C/c3ccc(OC(=O)c4ccco4)cc3)n2Cc2ccccc2)n(C)c1=O
→ -14%	8.2µM*	8%
Cc1cc(NC(=O)CN(C)CC(=O)Nc2ccc(F)c(F)c2F)no1
→ .	1%	0%
CSCC[C@H](NC(=O)c1ccco1)c1nnc2ccccn12
→ -10%	1%	3%

Following part.
Every second line gives: N370S GC mod	DT40 TDP1 no CPT	TDP1 block
CC1=NN(C(C#N)c2ccccc2C)C(C)(C)C1 (stereo not given)
→ -1%	-4%	-5%
O=C(Cc1ccccc1)NCCN1CCCC1
→ 12%	6%	.
CNS(=O)(=O)c1cccc(C(=O)NCC(c2cccs2)N(C)C)c1 (stereo not given)
→ -7%	-1%	4%
CCOC(=O)Nc1ccc2c(C)cc(=O)oc2c1
→ 12%	-8%	2%
COc1ccc(C(=O)N2CCN=C2SCc2cccnc2)cc1OC
→ 1%	-10%	5%
Cc1ccc2[nH]cc(CCNC(=O)C3CCCO3)c2c1 (stereo not given)
→ 0%	-10%	3%
CCCCn1nnnc1NCc1ccc(OC)c(OC)c1OC
→ 2%	3%	1%
COc1ccc(/C=C/C(O)=C2/C(=O)NC3(C)CC2c2ccccc2O3)c(OC)c1OC (stereo not given)
→ -9%	7.3µM*	0%
CCC(C(=O)NCC1CCCO1)N(Cc1ccccc1)C(=O)CNS(=O)(=O)c1ccccc1 (stereo not given)
→ -1%	-14%	11%
CCO[C@H]1OC(C(=O)NCc2ccccc2)=C[C@@H](c2ccc(Br)cc2)[C@@H]1CCCO
→ 23%	?	1%

Next section
Every second line gives: N370S GC mod	DT40 TDP1 no CPT	TDP1 block
N#C/C(=C\c1ccc(O)cc1)C(=O)NCc1cccc(Cl)c1
→ -13%	-4%	.
COc1ccc(-c2nc(CSc3nncn4c3cc3sccc34)c(C)o2)cc1OC
→ .	2.6µM*	0%
CCCCN(C)CCC(=O)Nc1ccc(C)cc1
→ -12%	-15%	3%
CC(C(=O)NCCCn1ccnc1)(c1ccccc1)c1ccccc1
→ -6%	18µM*	.
COC(=O)/C=C1/SC(=NC(=O)c2cccc([N+](=O)[O-])c2)NC1=O
→ 21%	?	3%
CCNc1nc(OCCNC(C)=O)nc(N(C)C)n1
→ -3%	-5%	3%
COC(=O)c1[nH]c2cc(OC)ccc2c1NC(=O)CCN1CCN(Cc2ccc3c(c2)OCO3)CC1
→ 2%	?	5%
Cc1cccc(Nc2nc(-c3ccccc3)cs2)n1
→ 3%	?	8%
O=C(CSc1nc(=O)n(CCN2CCOCC2)c2c1CCC2)Nc1ccc(Cl)c(Cl)c1
→ .	?	0%
CC1CCCN(C(=O)CSc2c3c(nc4cc(Cl)ccc24)CCCC3)C1 (stereo not given)
→ .	12µM*	-1%

Among those listed so far, 2 have fluorine.
Every second line gives: N370S GC mod	DT40 TDP1 no CPT	TDP1 block
CCOC(=O)C(NC(=O)Nc1ccc(F)cc1F)(Oc1ccc(F)cc1)C(F)(F)F (stereo not given)
→ -3%	-16%	8%
Cc1cc(NC(=O)CN(C)CC(=O)Nc2ccc(F)c(F)c2F)no1
→ .	1%	0%

Later entries.
Every second line gives: N370S GC mod	DT40 TDP1 no CPT	TDP1 block
CN1CCN(C(=O)c2cc3ccccc3cc2O)CC1
→ .	-12%	0%
CC1NC(=O)N(C)C2NC(=O)N(C)C(c3ccccc3)C12 (stereo not given)
→ 11%	-1%	-2%
Cc1cccc(NC(=O)c2ccc(NS(=O)(=O)c3c(C)noc3C)cc2)c1
→ -8%	-10%	-4%
O=C(NCc1ccc(N2CCCC2=O)cc1)c1ccc(F)cc1
→ 6%	2%	4%
COc1ccc(N2CC(NC(=O)C3CC3)CC2=O)cc1OC (stereo not given)
→ .	-6%	-5%
Cc1cc(C)cc(N2C(=O)CSC23C(=O)N(CC(N)=O)c2ccccc23)c1 (stereo not given)
→ .	11%	2%
O=C(O)c1cccnc1C(=O)N1CCc2c([nH]c3ccccc23)C1C(F)(F)F (stereo not given)
→ 3%	1%	3%
O=C(Nc1ccccc1Br)N1CCC(CN2CCCC2)CC1
→ .	-20%	3%
Cc1c2cnn(CC(=O)NCc3ccc(F)cc3)c(=O)c2c(C)n1Cc1cccc(Cl)c1
→ .	4.1µM*	3%
CCOc1ccc(C(=O)COC(=O)C2CCN(c3ccc(C(F)(F)F)cn3)CC2)cc1
→ -14%	?	0%[0.505 µM]

(listing goes on)
Every second line gives: N370S GC mod	DT40 TDP1 no CPT	TDP1 block
CCOc1ccc(OCC)c(NS(=O)(=O)c2cc(-c3onc(C)c3C)ccc2OC)c1
→ .	-9%	-3%
O=C(Cc1n[nH]c(=O)c2ccccc12)OCC(=O)c1ccc(F)cc1
→ 0%	-6%	-7%
c1ccc(Cc2nc3ccccc3o2)cc1
→ 7%	5%	1%
O=C(CSc1ccc(-c2ccc(Cl)cc2)nn1)N1CCCc2ccccc21
→ 4%	?	0%
COC(CNC(=O)c1cc(C)nn1-c1ccccc1)OC
→ 0%	-2%	0%
CC(C)CN1CCN(Cc2nc3ccccc3s2)CC1CCO (stereo not given)
→ 3%	-8%	6%
COc1ccc(Nc2nc3ccccc3nc2-n2nc(C)cc2C)cc1
→ 15%	?	.
CCOc1ccc(C(C#N)N2CCOCC2)cc1OC (stereo not given)
→ ?	-3%	5%
COc1ccc(OC)c(S(=O)(=O)Nc2ccc3oc4c(c3c2)C(=O)CCC4)c1
→ -5%	?	3%
COC(=O)CCC(=O)c1oc2ccc(Cl)cc2c1NC(=O)CCCN1C(=O)c2ccccc2C1=O
→ 12%	-9%	4%

Overlap with the part before: 4 compounds, then new ones.
Every second line gives: N370S GC mod	DT40 TDP1 no CPT	TDP1 block
COc1ccc(Nc2nc3ccccc3nc2-n2nc(C)cc2C)cc1
→ 15%	?	.
CCOc1ccc(C(C#N)N2CCOCC2)cc1OC (stereo not given)
→ ?	-3%	5%
COc1ccc(OC)c(S(=O)(=O)Nc2ccc3oc4c(c3c2)C(=O)CCC4)c1
→ -5%	?	3%
COC(=O)CCC(=O)c1oc2ccc(Cl)cc2c1NC(=O)CCCN1C(=O)c2ccccc2C1=O
→ 12%	-9%	4%
Cc1nn(-c2ccccc2)c(C)c1NC(=O)COC(=O)/C=C/c1ccccc1
→ -3%	-3%	4%[0.505 µM]
S=c1[nH]nc(C2CCCCC2)n1/N=C/c1ccccc1
→ 6%	3%	.
CCCSc1nc(-c2ccccc2)[nH]c1S(=O)(=O)c1ccc(C)cc1
→ .	18µM*	-1%
COc1ccc(C(C)=O)cc1CSc1ncccn1
→ 20%	15%	3%
Cc1nnc(NC(=O)c2ccc(C)c(S(=O)(=O)N3CCCCCC3)c2)s1
→ -3%	-19%	4%
CCOC(=O)CNC(=O)CSc1ncnc2c1cnn2-c1ccc(Cl)cc1
→ 9%	-24%	8%
CCCn1c(CCC(=O)O)nc2cc(S(=O)(=O)N(CC)CC)ccc21
→ -1%	-4%	1%
O=[N+]([O-])c1ccc(N/N=C/c2ccc[nH]2)cc1
→ .	23µM*	-8%
Nc1nnc(COc2cccc(C(F)(F)F)c2)s1
→ -14%	?	2%
Cc1nc(OCc2ccccc2)c2ccccc2n1
→ 7%	?	1%

Other compounds.
Every second line gives: N370S GC mod	DT40 TDP1 no CPT	TDP1 block
Cc1nc(-c2ccccc2)sc1C(=O)/C=C/N(C)C
→ 17%	?	0%
Nc1ccc2c(c1)N=[N+]([O-])c1cc(N)ccc1C2
→ -7%	-3%	9%
CCc1ccc(CN(C(=O)Nc2cccc(Cl)c2)c2ccccn2)cc1
→ .	?	-13%
CC1Cc2ccccc2N1S(=O)(=O)c1cccc(C(=O)NCc2ccccn2)c1 (stereo not given)
→ .	?	0%[56.1 µM]
CCN1CCN(C(=O)c2nn(C)c3c2CS(=O)(=O)c2ccccc2-3)CC1
→ -1%	8%	1%
O=C1c2ccc([N+](=O)[O-])cc2C(=O)N1c1c[nH]c(=O)[nH]c1=O
→ 6%	-1%	-2%
CC(C(=O)Nc1sccc1C(N)=O)N1C(=O)C2CC=CCC2C1=O (stereo not given)
→ -23%	-12%	4%
C/C(=N\NC(=O)C1CC1)c1ccc2c(c1)OCCO2
→ -7%	-1%	7%
O=c1c(-c2nnc(SCc3ccc(Cl)cc3)o2)cccn1Cc1ccccc1
→ 22%	-21%	-5%
CC(C(=O)N(C)C)N(C#N)c1nc(N(C)C)nc(N(C)C)n1 (stereo not given)
→ 8%	-23%	3%

New compounds follow.
Every second line gives: N370S GC mod	DT40 TDP1 no CPT	TDP1 block
CCOC(=O)C(=CNc1ccc(N2CCOCC2)cc1)C(=O)OCC
→ -15%	16µM*	6%
COCC1=C2c3ccccc3[C@@H]3CNC(=O)C3(C(=O)OC)C[C@@H]2n2c(=O)n(-c3ccccc3)c(=O)n2C1 (stereo not given in full)
→ -6%&-10%	.	4%&6%
O=c1[nH]cnc2c1sc1nc(-c3ccccc3)c3c(c12)CCCC3
→ 5%	5%	3%
COc1ccc(Cl)cc1-n1c(=S)sc2c(=O)[nH]c(SCC(=O)NCC3CCCO3)nc21 (stereo not given)
→ 15%	-9%	-1%
N#Cc1nc(-c2ccc(Cl)cc2)oc1NCCc1ccccn1
→ 1%	-22%	0%
Cc1cc(-c2ccc(Cl)cc2)n2nc(C)cc2n1
→ 3%	2%	.
Cc1cc(C)c2[nH]c(=O)c(C(c3nnnn3Cc3ccc4c(c3)OCO4)N3CCC(C)CC3)cc2c1 (stereo not given)
→ -12%	16µM*	0%
C/C(=N\OCC(=O)OCC(=O)N(C)c1ccccc1)c1ccc2c(c1)OCO2
→ .	1%	1%
Cn1cccc1C(=O)N1CCN(S(=O)(=O)c2ccccc2)CC1
→ 4%	-21%	.
Cc1cc(NC(=O)CC(C)C)c(=O)n(Cc2ccccc2F)c1
→ 5%	?	.

(cont.)
Every second line gives: N370S GC mod	DT40 TDP1 no CPT	TDP1 block
COc1ccc(C[C@H](N)C(=O)N[C@@H]2[C@H](O)[C@H](n3cnc4c(N(C)C)ncnc43)O[C@@H]2CO)cc1
→ 8%[21.6 µM]	.	-7%[56.1 µM]
CCOc1ccc(CCNC(=O)c2sc3nc4n(c(=O)c3c2C)CCC4)cc1
→ -1%	4%	2%
Cn1nnnc1SCC(=O)NC1CCCc2ccccc21 (stereo not given)
→ -3%	-4%	4%
CCOc1ccccc1C(=O)Nc1cc(C)ccc1NC(=O)c1ccco1
→ -6%	-5%	2%
CC(C)OC(=O)c1cc(Cl)c(=O)n(Cc2ccc(Cl)cc2Cl)c1
→ 19%	?	.
